# Source: PubChem BioAssay
# HTRA1 inhibitor = HTRA1 (human) protease inhibition | recombinant HTRA1, FP-rhodamine activity-based probe, fluorescence polarization | 340,000 tested, 0.5% active | inhibition, % at 5.96 µM; in the data active = inhibition above about 36%;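 note: 0% = enzyme with DMSO and 100% = wells lacking enzyme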
# ABHD4 inh = ABHD4 (mouse) inhibition, primary FP screen | purified mABHD4, FP-Rh probe fluorescence polarization | inhibition, % at 8.92 µM | 370,000 tested, 0.54% active;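 active = inhibition exceeding the mean over every tested compound plus 3 SD, cut at about 30% in these data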;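 note: 0% = plate median of compound wells and 100% = S159A mutant with DMSO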
#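 Assay system: mouse ABHD4 enzyme, wild type / Also added: fluorescent activity-based probe FP-Rh / Doses: single nominal dose of 8.92 µM, 0.89% DMSO final / Timing: 45 min compound pre-incubation plus 60 min probe step, 25 °C / Signal: FP readout, ex 525 nm / em 598 nm / Control set: S159A mutant/DMSO as 100%, compound-well median as 0%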
# LEDGF integ inh = blocks HIV-1 LEDGF/p75-dependent DNA integration; TR-FRET IN-LEDGF/p75 DNA integration, Eu/Cy5; inhibition, % at 3.7 µM; 370,000 tested, 0.64% active;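 active = inhibition above the screen-wide mean plus 3 SD, cut at about 13% in these data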;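 note: signal is the Cy5 over europium emission ratio at 671 and 618 nm; 0% = plate median of compound wells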
# PG9 Ab binder = small molecules binding HIV-1 gp120 antibody PG9. TR-FRET gp120-PG9 antibody binding. inhibition, % at 6.7 µM. 360,000 tested, 0.43% active. AID 624416; in the data active = inhibition above about 8.5%
# TDP2 absorb = TDP2 (human) inhibition, absorbance primary screen; recombinant TDP2, T5PNP hydrolysis, p-nitrophenol absorbance 415 nm; 370,000 tested, 0.34% active; O95551; inhibition, % at 12.8 µM;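 active = inhibition above the mean of all tested compounds plus 3 SD, set per campaign, cut at about 25% in these data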;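 note: 0% = DMSO with enzyme and 100% = buffer with substrate but no TDP2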
# Target sequence (O95551 whole entry, looked up): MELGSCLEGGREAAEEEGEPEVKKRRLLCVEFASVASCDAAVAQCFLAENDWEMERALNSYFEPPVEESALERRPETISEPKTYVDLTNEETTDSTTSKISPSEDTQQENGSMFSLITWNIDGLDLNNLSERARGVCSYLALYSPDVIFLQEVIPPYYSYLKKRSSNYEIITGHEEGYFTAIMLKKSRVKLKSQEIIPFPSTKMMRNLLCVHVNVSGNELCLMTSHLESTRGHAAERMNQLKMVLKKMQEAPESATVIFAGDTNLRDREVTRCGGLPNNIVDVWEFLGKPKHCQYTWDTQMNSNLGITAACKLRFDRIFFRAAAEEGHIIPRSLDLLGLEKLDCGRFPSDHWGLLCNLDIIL
#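 Read-out basis: percent inhibition. System: recombinant human TDP2. Buffer or medium: Mg2+-containing Tris-HCl buffer, pH 7.5. Repeats: single replicate. Timing: reaction 2 h, 37 °C. Benchmarks: high control without enzyme, low control DMSO plus TDP2. Probe or stimulus: 5 mM T5PNP. Doses: 12.8 µM only. Measured by: epi absorbance of p-nitrophenol freed from T5PNP by hydrolysis.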
# TCR CD3 inh = human TCR-CD3 binding inhibition; TAMRA-labeled TCR probe fluorescence, biochemical; inhibition, % at 9.4 µM; 360,000 tested, 0.37% active; AID 651800; in the data active = inhibition above about 19%;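 note: recombinant mutant TCR 2C K166C tagged with TAMRA read by polarization; 0% = receptor in buffer alone and 100% = receptor with positive control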
# PRMT1 FP inh = PRMT1 (human) inhibition, primary screen; recombinant PRMT1, activity-based probe fluorescence polarization; Q99873; 370,000 tested, 1.3% active; inhibition, % at 2.79 µM;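 active = inhibition above about 21% made by adding two undisclosed values, limit read from the data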
# Rev-erbA mod = Rev-erb alpha (human) modulation | Rev-erbα–FITC-DNA binding, fluorescence polarization, 90 min | activity, % at 10 µM | 370,000 tested, 0.79% active | AID 1259318;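 active = activity above about 14%, limit read from the data; passing the limit was not always enough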;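 note: 0% = DMSO wells with 35 nM protein and 100% = DMSO wells with 750 nM protein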
# Target sequence (P20393 whole entry, looked up): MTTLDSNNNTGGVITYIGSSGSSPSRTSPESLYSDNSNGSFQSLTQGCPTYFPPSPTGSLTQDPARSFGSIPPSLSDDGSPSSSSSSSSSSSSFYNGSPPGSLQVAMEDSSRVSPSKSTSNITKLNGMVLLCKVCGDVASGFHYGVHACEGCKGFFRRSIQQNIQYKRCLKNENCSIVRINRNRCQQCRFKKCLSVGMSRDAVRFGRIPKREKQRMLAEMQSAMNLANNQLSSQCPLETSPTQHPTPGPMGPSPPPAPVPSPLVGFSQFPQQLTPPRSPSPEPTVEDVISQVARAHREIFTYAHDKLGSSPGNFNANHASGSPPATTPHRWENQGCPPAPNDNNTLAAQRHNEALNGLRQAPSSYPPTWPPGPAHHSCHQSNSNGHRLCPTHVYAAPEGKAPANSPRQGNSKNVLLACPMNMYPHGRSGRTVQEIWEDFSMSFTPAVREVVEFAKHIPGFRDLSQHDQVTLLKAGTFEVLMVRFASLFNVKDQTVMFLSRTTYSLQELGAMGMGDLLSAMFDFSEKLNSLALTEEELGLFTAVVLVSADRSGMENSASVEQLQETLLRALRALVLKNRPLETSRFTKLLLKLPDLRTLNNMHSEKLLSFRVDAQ
# SIAE primary = human SIAE inhibition, primary screen; Q9HAT2; SIAE FP-Rh probe binding, fluorescence polarization; inhibition, % at 9.66 µM; 370,000 tested, 0.69% active; AID 1053197;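 active = inhibition above a cutoff: mean of compounds within the control limits plus 3 SD of those, cut at about 17% in these data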;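 note: 0% = plate median of compound wells and 100% = probe without SIAE protein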
# rCAG binder = molecules binding r(CAG) RNA repeats; 370,000 tested, 1.3% active; r(CAG) RNA repeat, TO-PRO-1 dye displacement fluorescence; inhibition, % at 3 µM;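 active = inhibition above the plate cutoff, the mean of all test compounds on that plate plus 3 SD, cut at about 35% in these data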;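 note: 0% = DMSO alone and 100% = 100 µM mitoxantrone as full dye displacement; higher means more dye released from RNA so lower well fluorescence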
# The depositor's hits bear a star; . = not tested or not shown; & = joins results of further samples. An excerpt; the hit share may differ from the screen's.
Molecule	HTRA1 inhibitor	ABHD4 inh	LEDGF integ inh	PG9 Ab binder	TDP2 absorb	TCR CD3 inh	PRMT1 FP inh	Rev-erbA mod	SIAE primary	rCAG binder
CN(C)CCN(Cc1cccs1)c1ccccn1	1	-2	1	-1.5	6	3	1	7&7	-3	2
COC(=O)C1=C(O)/C(=C/c2ccc(OCC(=O)Nc3ccc(OC)cc3)cc2)N=C1C	-11	8	-3	-6.4	-1	0	2	-3	0	4
O=C(CCCSc1nc2ccccc2[nH]1)N1CCN(c2ccc([N+](=O)[O-])cc2)CC1	-2	-9	-10	0.8	-3	0	3	9	1	4
COC(=O)C1C(=O)C=C(Nc2ccc(F)cc2)CC1c1ccc(OC)cc1 (stereo not given)	3	2	-4	-1.1	7	1	-1	-6	4	-1
C/C(N)=C(/C#N)C(=O)CSc1ccc2c(c1)OCCO2	0	4	-3	-2.8	-2	5	4	0	-11	-2
CC(C(=O)NCc1cccc(Cl)c1)N1C(=O)c2ccccc2C1=O (stereo not given)	-9	-1	1	-1.3	-1	9	0	7	-5	0
COc1cccc(/C=C/C(=O)OCC(=O)NCc2ccco2)c1OC	3	4	0	-0.3	12	2	-3	5	0	-4
CCOc1ccc(NC(=O)CN(C)C(=O)CSCc2c(C)noc2C)cc1OCC	6	3	1	-0.7	6	-6	5	0	10	-5
Cc1ccc2[nH]c(=O)c(CN(CCCO)C(C)c3nnnn3Cc3ccco3)cc2c1 (stereo not given)	-5	-2	-2	-0.3	-4	-9	8	-6	2	-5
O=C(COC(=O)c1ccccc1[N+](=O)[O-])NCCCc1ccccc1	-10	-6	1	0.2	-3	-9	6	-1	4	-6
CCN(CC)CCOCCOC(=O)C(CC)(CC)c1ccccc1	.	0	-1	-1.2	2	-3	0	3&-1	1	-6
CCOC(=O)/C=C(\C)Sc1cc(O)c2ccccc2c1O	20	34*	29*	-0.5	59*	-8	84*	1	18*	25
Cc1ccc(NC(=O)c2nnn(CC(=O)Nc3ccc4c(c3)OCO4)c2N)cc1C	-10	-50	1	-1.4	-22	-7	1	-6	-26	17
O=C(CNC(=O)c1ccc(Br)o1)NCc1ccc(Cl)cc1Cl	-2	2	-2	-0.5	-20	-9	3	8	8	-2
Cc1cc(C)c(S(=O)(=O)N2CCN(C(=O)N(C)C)CC2)c(C)c1	.	0	1	-1.3	-2	2	-1	1	2	-8

# Sorted by length of the SMILES (ascending): 3 of the compounds above.
Molecule	HTRA1 inhibitor	ABHD4 inh	LEDGF integ inh	PG9 Ab binder	TDP2 absorb	TCR CD3 inh	PRMT1 FP inh	Rev-erbA mod	SIAE primary	rCAG binder
CCOc1ccc(NC(=O)CN(C)C(=O)CSCc2c(C)noc2C)cc1OCC	6	3	1	-0.7	6	-6	5	0	10	-5
Cc1ccc(NC(=O)c2nnn(CC(=O)Nc3ccc4c(c3)OCO4)c2N)cc1C	-10	-50	1	-1.4	-22	-7	1	-6	-26	17
Cc1ccc2[nH]c(=O)c(CN(CCCO)C(C)c3nnnn3Cc3ccco3)cc2c1 (stereo not given)	-5	-2	-2	-0.3	-4	-9	8	-6	2	-5

# Following part:
Molecule	HTRA1 inhibitor	ABHD4 inh	LEDGF integ inh	PG9 Ab binder	TDP2 absorb	TCR CD3 inh	PRMT1 FP inh	Rev-erbA mod	SIAE primary	rCAG binder
COc1cccc(-c2nc(N3CCN(C)CC3)c3ccccc3n2)c1O	1	1	0	-2.2	7	-3	1	0	-3	12
CC(C)OCCCn1c(=NC(=O)c2ccncc2)c(C#N)cc2c(=O)n3ccccc3nc21	2	4	-2	0.5	-4	0	5	-4	2	3
CCCN(CCC)CC(O)COc1ccc([N+](=O)[O-])cc1 (stereo not given)	-5	9	1	2.2	-1	8	-3	-2	1	-1
Cn1c(=O)[nH]c(=O)c2c1nc(Sc1ncccn1)n2CCCc1ccccc1	-7	3	-1	-0.8	4	-2	0	1	-3	-7
CC1(C(=O)NCc2ccccc2)Cc2c(-c3ccccc3)ccnc2O1 (stereo not given)	.	-2	2	-0.7	-2	5	-5	2	-4	2
COc1cc(CN2CCC(C(=O)N3CCN(c4ccccc4F)CC3)CC2)cc(OC)c1OC	4	4	-1	0.2	4	3	-4	3	-3	-6
O=C(C1=C[C@@H](c2ccccc2)C[C@@H](OCc2ccc(CO)cc2)O1)N1CCCCCCC1	-15	5	1	-0.1	-12	2	2	1	5	3
Cn1c(COc2ccc3ccccc3c2)nnc1SCC(=O)OC1CCCCC1	-19	-5	-1	-0.9	-12	8	-1	2	-2	-4
Oc1ccc(N2CCN(Cc3ccc(OCCCN4CCCCC4)cc3)CC2)cc1	13	0	0	1.8	6	-6	28*	-3	-2	4
O=C(NCc1ccc(F)cc1)NC(=O)c1ccc(Cl)cc1	1	4	2	-2.6	12	7	-3	-4	3	0
C=C(C)CSc1nnc([C@@H](NC(=O)OC(C)(C)C)C(C)CC)o1 (stereo not given in full)	-6	6	-1	0.8	5	4	-3	-6	2	-3
COc1cc(C(=O)OCn2nnc3ccccc3c2=O)cc(OC)c1OC	6	1	3	0.3	9	2	-3	-6	8	-3
CCOC(=O)c1c(C)c(C(=O)NCc2ccc3c(c2)OCO3)c(C)n1CC	3	-3	-1	-0.3	3	0	-6	2	13	-6
O=C(NCc1ccco1)c1ccc(Cl)cc1[N+](=O)[O-]	-2	-1	-5	0.0	-3	1	0	-1	-6	2
CN1/C(=C\C(=O)COC(=O)CNC(=O)c2ccc3ccccc3c2)C(C)(C)c2ccccc21	-36	-28	7	0.1	-4	6	-4	7	-16	1
CN(c1ccccc1C(=O)NCc1ccccn1)S(C)(=O)=O	5	-5	3	2.6	1	-8	-4	-3	14	-1
Cc1occc1C(=O)Nc1cccnc1	2	-1	-1	-0.6	-1	2	-1	-7	0	2
CCNC(=S)Nc1ccc(-c2nc3ccccc3[nH]2)cc1	-4	3	1	-1.0	5	-1	5	2	8	5
O=C(O)Cc1ccccc1C(=O)O	0	0	-2	0.9	2	0	-4	-3	-11	-1
Clc1ccc(CSc2ccc(-c3ccccn3)nn2)cc1	32	5	-4	-0.8	9	-6	2	-3	-2	-3
COc1cccc(NC(=O)c2ccc3c(c2)OCO3)c1	1	4	0	-0.4	-6	10	-4	2	3	1
COC(=O)CSc1nc(-c2ccc(F)cc2)cc(C(F)(F)F)n1	-4	1	0	-0.3	-2	10	-2	-2	28*	-1
N/C(=N\OC(=O)CCC1CCCC1)c1cccnc1	11	3	0	-1.6	-10	3	-3	5	-2	1
O=C(NCc1ccccc1)N1CCN(c2ccccc2)CC1	2	8	-6	-0.8	-5	-3	3	6	-6	1
CCOc1ccc(OCc2ccc(C(=O)Nc3cccc(C)n3)o2)cc1	-15	-1	3	-0.9	1	5	1	-3	1	-4
O=C(COC(=O)Cn1cnc2ccccc2c1=O)Nc1ccccc1Sc1ccc(Cl)cc1	-21	-8	4	-0.8	-1	7	0	3	-4	1
CCCCCCCCn1ccc(=N)cc1	6	2	3	0.3	3	2	-3	0	-3	2
O=C(Nc1ccccc1)N(C1=NCCCCS1)c1cccc2ccccc12	3	-8	-4	-1.8	4	7	6	-2	-5	1
Cc1ccnc(NC(=O)CNC(=O)c2ccc(Br)o2)c1	-2	6	0	0.6	19	8	1	4	-5	-3
COc1ccc(OC)c(C2NC(=O)NC(C)=C2C(=O)OC2CCCCC2)c1 (stereo not given)	-3	4	-4	-0.2	8	-8	0	5	2	-4
O=C1c2ccccc2C(=O)N1CCCc1cn(C[C@H]2CC[C@H](Cn3cc(CCCN4C(=O)c5ccccc5C4=O)nn3)O2)nn1	-4	-1	4	-0.1	-5	-2	-2	2	3	-1
Cc1ccc(S(=O)(=O)N2CCCC(c3nnc4n3-c3ccccc3SC4)C2)cc1 (stereo not given)	-3	3	-2	0.7	-1	7	-2	2	0	-4
Cc1cc(N2CCN(c3ccccc3)CC2)nc(NCc2ccccc2)n1	5	8	1	0.0	-2	-5	1	1	12	4
CN(C)S(=O)(=O)c1ccc(N=Cc2c(C(F)(F)F)[nH][nH]c2=O)cc1	4	-5	8	-2.0	-14	-5	-1	-6	-5	7
O=C(CN1C(=O)c2ccccc2S1(=O)=O)NCCSCc1cccc(Cl)c1	3	2	1	-0.7	4	3	9	4	8	1
Cc1cc(Nc2cccc(F)c2)n2ncnc2n1	11	2	2	1.5	4	-6	-3	-4	-4	3
Cc1ncsc1C(=O)N1N=C2/C(=C/c3ccccc3)CCCC2C1c1ccccc1 (stereo not given)	-39	-10	-1	0.1	9	4	0	2	-6	6
COc1cccc(/C=N/NC(=O)CN(C2=NS(=O)(=O)c3ccccc32)c2ccccc2)c1	-1	-1	-2	0.6	3	-8	1	5	-11	9
Cc1ccc(SCC(=O)OCC(=O)NCCc2ccccc2)cc1C	5	6	0	0.2	1	0	2	-6	-5	-8
O=C1NC2C(NC(=O)N2C2CCCCC2)N1C1CCCCC1 (stereo not given)	4	-2	3	0.1	3	2	-2	-1	5	3
CCN(CC)S(=O)(=O)c1ccc(C(=O)OCC(=O)NCCN2C(=O)CSC2=O)cc1	-5	-2	-8	-0.8	1	1	1	-7	0	1
COc1ccc(NC(=O)Cn2nc(C(F)(F)F)c3c2CCCC3)cc1OC	-5	2	0	-0.5	2	9	-1	-2	-5	1
CCOC(=O)Oc1ccc(C(=O)OCCCN(C)C)cc1OC	4	2	0	2.8	4	-7	-1	-4	2	-4
C=CCN1C(=O)[C@@H](CC(=O)N2CCSCC2)[C@]2(C(=O)OCC)CCCCC/C=C/12	.	5	4	.	-10	.	0	-3	-4	2
CC(=O)N1CCCN(Cc2cn(-c3ccc(C)cc3)nc2-c2ccc(F)cc2)CC1	-13	-7	4	-1.6	-10	1	-4	-1	0	-8
CC1CCN(C(c2ccc(N(C)C)cc2)c2nnnn2C(C)(C)C)CC1 (stereo not given)	2	-4	-1	-1.0	-13	-8	0	-2	1	-5
COc1cccc(C(c2c(C)[nH]n(-c3ccccc3)c2=O)c2c(C)[nH]n(-c3ccccc3)c2=O)c1O	10	19	23*	-1.2	80*	-10	11	1	6	38*
Cc1ccc(C(=O)OCC(=O)Nc2c(C)nn(-c3ccccc3)c2C)c(O)c1	11	8	-3	-1.9	8	3	0	0	3	2
CCC1(C)NC(=O)N(CC(=O)Nc2sc3c(c2C(N)=O)CCC3)C1=O (stereo not given)	-4	6	2	-1.8	1	-1	1	.	6	7
O=C(CN1C(=O)NC2(CCCCCC2)C1=O)Nc1ccc(Cl)cc1Cl	-1	-6	0	1.9	-6	3	5	-1	5	1
CNC(=S)Nn1cnc2ccccc21	9	3	0	-0.6	-9	6	-2	5	0	-2
O=C(CN1C(=O)NC2(CCCCC2)C1=O)NNC(=O)C1CC1	10	-3	-7	0.1	-5	-3	1	-4	-2	0
CCc1ccccc1NC(=O)CC1S/C(=N\c2nccs2)N(CC)C1=O (stereo not given)	-5	-3	-1	15*	4	2	-1	-5	-5	-4
COc1ccc(/C=N/NC(=O)C(=O)NCc2cccnc2)cc1OC	1	0	3	-0.4	3	3	-3	2	2	1
